Source: PubChem (several laboratories)
TcdB GH inh = blocks C. difficile toxin B glycohydrolase activity; AID 652162; TcdB glycohydrolase enzymatic assay, plate reader; 350,000 tested, 0.24% active; inhibition, % at 9.99 µM; in the data active means inhibition above about 10%
Vc quorum ag = induces V. cholerae light production without autoinducers. V. cholerae BH1578 lux reporter, luminescence, 6 h. activation, % at 18.7 µM. 350,000 tested, 0.16% active; in the data active means activation mostly above about 9.7%, no sharp cut-off; inconclusive means no clear call, values can overlap the other calls; inactive means mostly below about 3.7%; further: not every result past the cut was called active; inactives centre near 0; reference of the scale not given here
Anthrax LF prot = inhibitors of Bacillus anthracis lethal factor protease; multiplex microsphere protease cleavage assay, LF; P15917; 360,000 tested, 0.12% active; AID 588501; inhibition, % at 10 µM; further: plate controls were buffer without enzyme for full effect and enzyme alone for no effect
PriA SSB inh = blocks PriA binding to SSB C-terminal tail | 430,000 tested, 0.6% active | AID 1272365 | inhibition, % at 33 µM | AlphaScreen SSBct-PriA binding, biotinylated peptide; in the data active means inhibition mostly above about 37%, no sharp cut-off; inactive means mostly below about 20%;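 further: plate controls were negative control peptide for no effect and reference peptide for full effect; strong numbers were not always called active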
PrPC surface inh = reduces human prion protein on the cell surface. cell surface PrPC, TR-FRET read-out. inhibition, % at 13.8 µM. 370,000 tested, 0.43% active. AID 720596; in the data active means inhibition above about 24%; further: 0% = median of the test wells and 100% = reference compound wells
SARS 3CLpro inh = SARS-CoV 3CLpro protease inhibition. inhibition, % at 6 µM. P0C6X7. 290,000 tested, 0.14% active. recombinant SARS-CoV 3CLpro, quenched FRET peptide cleavage; in the data active means inhibition above about 12%
BoNT A protease = blocks Botulinum neurotoxin A light chain protease | multiplex microsphere protease substrate cleavage, flow cytometry | inhibition, % at 10 µM | 360,000 tested, 0.17% active; further: plate controls were buffer without enzyme for full effect and enzyme alone for no effect
Y pestis TopoI = inhibitors of Yersinia pestis topoisomerase I; Y. pestis Topo-I cleavage product accumulation, plate reader; activity, % at 10 µM; 360,000 tested, 0.064% active; in the data active means activity above about 50%, passing the limit was not always enough; inconclusive means no clear call, values can overlap the other calls; further: inactives centre near 2
PfHsp40 yeast = rescue of PfHsp40-mediated yeast toxicity; S. cerevisiae expressing PfHsp40, growth rescue, ATP luminescence; growth rescue, % at 12.5 µM; 340,000 tested, 0.68% active; in the data active means growth rescue above about 28%, passing the limit was not always enough; inconclusive means no clear call, values can overlap the other calls;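 further: yeast W303a lacking pdr1 and pdr3 grown in galactose medium; growth measured after three days at 30 °C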
An asterisk follows results filed as active; i = inactive; ? = inconclusive; . = no result given. Unless noted, no stated cut-off is given here; in the data, active means inhibition above about 30%; inconclusive means no clear call, values can overlap the other calls; inactive means below that.

SMILES | TcdB GH inh | Vc quorum ag | Anthrax LF prot | PriA SSB inh | PrPC surface inh | SARS 3CLpro inh | BoNT A protease | Y pestis TopoI | PfHsp40 yeast
COc1cc(/C=N/NC(=O)c2csc3c2CCCC3)cc(OC)c1O | -3.0 | -0.2 | -1 | . | 0 | 1 | -0.1 | 3 | 0.5
CCCCSCCCNC(=O)C1CCC(CNS(=O)(=O)c2ccc(NC(C)=O)cc2)CC1 (stereo not drawn) | -0.8 | -0.6 | -14 | -6 | 5 | 6 | -4.4 | 37 | 1.1
O=C(NC1CCCCCC1)c1ccccc1-c1ccccc1 | 0.3 | -0.6 | -2 | -14 | -2 | 1 | -0.7 | 12 | 0.2
O=C(O)C=C1CCN(c2ncc(C(F)(F)F)cc2Cl)CC1 | . | i | -9 | -8 | -1 | 8 | -1.0 | 2 | -0.7
COc1ccccc1CNC(=O)CCCn1nc(C)c2c(C)n(-c3ccccc3)nc2c1=O | -2.2 | i | -1 | -2 | 4 | -2 | 0.2 | 21 | 0.2
CCCCNC(=O)NCCN1CCOCC1 | -1.1 | -0.7 | 2 | -7 | 0 | 0 | -3.6 | -1 | 1.0
CC(OC(=O)c1nsc(Cl)c1Cl)C(=O)NCc1cccs1 (stereo not drawn) | . | -2.1 | 0 | -8 | -2 | 0 | -0.2 | 0 | 1.9
C/C(=N\Nc1cccc([N+](=O)[O-])c1)c1cc2ccccc2o1 | . | -0.5 | -6 | . | -9 | 3 | -2.2 | -6 | 1.7
COCCNC(=O)c1onc(CSc2ccc(F)c(F)c2)c1C(=O)NCCOC | . | 2.9 | -4 | -11 | 0 | . | -0.5 | -2 | 4.6
C=CCOC(=O)C1=C(C)NC(=S)C(C#N)(CC=C)C1c1ccccc1Cl (stereo not drawn) | 0.8 | -0.5 | 2 | 9 | 9 | 2 | -1.0 | 1 | .
C[C@@H]1O[C@@H](O[C@@H]2C=C3CCC4C(CC[C@]5(C)[C@@H](c6ccc(=O)oc6)CC[C@]45O)[C@@]3(C)CC2)[C@H](O)[C@H](O)[C@H]1O (stereo partly drawn) | -0.7 | 6.1 | -10 | 6 | -6 | . | -2.0 | 14 | -1.3
COc1ccc(C2C(C(=O)N3CCC4(CC3)OCCO4)c3cc(OC)c(OC)cc3C(=O)N2C)cc1 (stereo not drawn) | . | -3.1 | -4 | 3 | -2 | 5 | -1.2 | 5 | -1.8
COc1cc(CC(=O)OCC(=O)Nc2ccc(N(C)C)cc2)cc(OC)c1OC | 0.9 | 1.2 | -1 | 0 | 4 | . | 3.1 | 2 | 1.1
O=C(Cc1ccc(F)cc1)NCCS(=O)(=O)N1CCN(c2cccc(Cl)c2)CC1 | 0.4 | i | . | 38* | 13 | . | . | 2 | -1.1
O=C(CSc1ccccn1)N1CCN(c2ncc(C(F)(F)F)cc2Cl)CC1 | -0.3 | i | -2 | -14 | -8 | 0 | ? | 19 | 0.3
Cc1c(N=Cc2c(O)n(CCc3ccccc3)c(=O)[nH]c2=O)c(=O)n(-c2ccccc2)n1C | . | . | -3 | -6 | 8 | -4 | 0.4 | 13 | -1.0
Cc1cccc(NC(=O)Nc2ccc(Oc3c(F)c(F)c(F)c(F)c3F)cc2)c1 | 0.8 | -0.4 | 1 | -5 | 0 | -2 | -0.3 | 2 | -0.9
CC(=O)N1CCN(C(=O)COc2ccc(Br)cc2)CC1 | . | 17* | -8 | 1 | -5 | 0 | -0.8 | -2 | 0.7
CN(Cc1ccccc1)C(=O)CN1C(=O)c2ccc([N+](=O)[O-])cc2C1=O | -0.2 | -0.1 | 2 | 3 | -3 | 0 | -2.5 | 2 | 0.4
O=C1NC(=S)SC1=Cc1cccs1 | -0.9 | -3.2 | 0 | 2 | 4 | . | 0.1 | 7 | -0.6
COc1cc(/C=C2\C(=O)ON=C2c2ccccc2)cc(Br)c1O | -1.4 | i | -11 | -14 | -6 | -6 | -3.8 | 6 | 1.1
CC1=CC(c2ccccc2)=Nc2ccc(C)cc2N1 | 3.9 | 0.6 | -2 | 2 | -7 | -5 | 0.5 | -3 | 0.4
COc1ccccc1/C=C/CN1CCN(c2ccccc2)CC1 | . | i | -2 | 14 | -4 | 2 | 0.5 | -8 | -1.1
NCCOc1ccc(C2CCCCC2)cc1 | -0.1 | -0.3 | -1 | 2 | 0 | -3 | 0.4 | 0 | 0.0
COc1ccc2nc(NC(=O)CCNC(=O)c3ccccc3Cl)sc2c1 | -0.5 | -0.8 | 0 | -7 | 4 | -6 | 0.3 | 10 | -0.4
(cont.)
SMILES | TcdB GH inh | Vc quorum ag | Anthrax LF prot | PriA SSB inh | PrPC surface inh | SARS 3CLpro inh | BoNT A protease | Y pestis TopoI | PfHsp40 yeast
CC(C)(C)OC(=O)N1CCN(C(=O)c2[nH]cnc2C(=O)Nc2ccc(Cl)cc2)CC1 | 2.1 | -0.7 | -4 | -11 | 7 | . | 0.5 | 13 | -0.3
O=C(CC1C(=O)N(c2ccc(Cl)cc2)C(=S)N1CCc1ccncc1)Nc1ccc(F)cc1 (stereo not drawn) | 2.0 | i | -2 | 0 | -10 | -5 | -1.8 | -7 | -0.3
COc1cc(OC)c(C2=NOC(C(=O)Nc3ccc4c(c3)OCO4)C2)cc1Cl (stereo not drawn) | 0.4 | -0.4 | 4 | 10 | -2 | 0 | -0.4 | 15 | -0.1
O=C(Oc1ccc(=O)n(-c2ccccc2)n1)c1cccc(Cl)c1 | . | 25* | 1 | -11 | 5 | 4 | 0.5 | -5 | 0.3
CCN(CC)C(=S)SCc1csc(CC(=O)Nc2ccccc2C)n1 | 1.5 | i | -3 | -17 | 9 | 0 | 0.6 | 7 | 0.5
CCn1cc(-c2csc(N)n2)c(C)n1 | 2.2 | -0.2 | 2 | -1 | 10 | 2 | -0.2 | 3 | -0.3
CC(OC(=O)c1nn(C(C)C)c(=O)c2ccccc12)C(=O)Nc1ncc(Cl)cc1Cl (stereo not drawn) | 1.0 | -0.2 | -1 | 1 | 8 | -3 | -1.1 | 11 | -0.9
O=S(=O)(Nc1ncccn1)c1ccc(NC(=S)NCc2cccnc2)cc1 | 0.8 | -0.6 | -3 | -21 | 4 | -1 | -0.3 | -10 | -1.7
O=S(Cc1ccccc1)CC(O)(c1ccc(Cl)cc1)c1ccc(Cl)cc1 (stereo not drawn) | . | -0.6 | 3 | -9 | 3 | 3 | -1.0 | 4 | 7.7
Cc1nn(C)c(C(=O)Nc2cccc(Nc3ccccc3)c2)c1[N+](=O)[O-] | 2.9 | -0.3 | -2 | . | -8 | 6 | 1.2 | -16 | 5.2
N=c1c2c(ncn1CCCO)Oc1c(ccc3ccccc13)C2c1ccccc1 (stereo not drawn) | 0.6 | -0.4 | -16 | 2 | -9 | -5 | -3.7 | -2 | 1.1
CCn1c2ccccc2c2cc(NC(=O)CSc3nnnn3-c3ccccc3)ccc21 | . | -0.1 | -3 | -6 | 10 | 0 | 0.8 | 4 | -0.7
Cc1cc(C(=O)OCC(=O)Nc2nnc(C(C)C)s2)c2ccccc2n1 | . | -0.3 | 0 | -5 | 1 | -1 | -0.4 | 3 | -1.1
CCCC(=O)N1CCc2cc(OC)c(OC)cc2C1COc1ccccc1OC (stereo not drawn) | -0.6 | -1.4 | 1 | -3 | -2 | -1 | 1.3 | 10 | -0.2
CCOC(=O)Cn1c(=N)n(CCOc2ccc(OC)cc2)c2ccccc21 | . | 5.0 | -2 | -9 | . | 6 | -0.6 | 19 | -0.7
CCCc1cc(=O)[nH]c(SCC(=O)Nc2ccc(C(=O)Nc3ccccc3OC)cc2)n1 | -2.0 | i | -5 | 1 | 11 | . | -0.4 | 0 | -1.5
Cc1cc2[nH]c3ccccc3c2cn1 | -1.1 | i | 11 | -11 | 4 | -4 | -2.5 | 1 | 1.4
O=S(=O)(NCC1CCCO1)c1cccc(C(F)(F)F)c1 (stereo not drawn) | . | 1.3 | 2 | 3 | 0 | 4 | 0.0 | 0 | -0.3
CN1CCN(S(=O)(=O)c2cccc(C(=O)Oc3ccc(C(C)(C)C)cc3)c2)CC1 | -3.3 | -5.0 | -1 | -5 | 3 | . | 4.0 | 18 | -0.3
CCC(C)C(=O)Nc1nccs1 (stereo not drawn) | -0.2 | -0.2 | -6 | -13 | -4 | 2 | -0.4 | -12 | 0.0
COC(=O)C1C2c3ccccc3C(c3ccccc32)C1C(=O)OC (stereo not drawn) | 0.8 | -2.2 | 1 | -7 | 6 | 3 | 0.2 | -3 | -0.4
COC(=O)c1ccc(SCC(=O)N2CCC(C)CC2)c([N+](=O)[O-])c1 | . | -0.7 | 1 | -6 | -25 | 4 | -0.6 | 3 | 1.4
C#CCOC(=O)CN1C(=O)c2cccc3cccc(c23)C1=O | 0.0 | i | . | -1 | -26 | -4 | . | 4 | -0.9
CC1=CC2=NC(=O)/C(=C\c3cn(C)c4ccccc34)C(=N)N2O1 | -0.8 | -0.3 | 1 | -7 | 1 | -2 | -0.9 | 9 | 0.5
Nc1c(C(=O)N2CCOCC2)sc2nc(N3CCOCC3)c3c(c12)CCCC3 | 0.8 | -0.6 | 8 | -2 | -5 | 6 | ? | -2 | 0.8
CCOCCCNC(=O)C(NC(=O)CNC(C)=O)c1ccc(C)cc1 (stereo not drawn) | . | -28 | -9 | -10 | 7 | 2 | 0.0 | 1 | -2.3
COc1ccc(NC(=S)N2CCCN(Cc3cccc(Cl)c3)C2)cc1 | 0.5 | -0.2 | -1 | 8 | -5 | 2 | 0.6 | 4 | -0.1

Of the compounds above, these contain an NH in an aromatic ring:
SMILES | TcdB GH inh | Vc quorum ag | Anthrax LF prot | PriA SSB inh | PrPC surface inh | SARS 3CLpro inh | BoNT A protease | Y pestis TopoI | PfHsp40 yeast
Cc1c(N=Cc2c(O)n(CCc3ccccc3)c(=O)[nH]c2=O)c(=O)n(-c2ccccc2)n1C | . | . | -3 | -6 | 8 | -4 | 0.4 | 13 | -1.0
CC(C)(C)OC(=O)N1CCN(C(=O)c2[nH]cnc2C(=O)Nc2ccc(Cl)cc2)CC1 | 2.1 | -0.7 | -4 | -11 | 7 | . | 0.5 | 13 | -0.3
CCCc1cc(=O)[nH]c(SCC(=O)Nc2ccc(C(=O)Nc3ccccc3OC)cc2)n1 | -2.0 | i | -5 | 1 | 11 | . | -0.4 | 0 | -1.5
Cc1cc2[nH]c3ccccc3c2cn1 | -1.1 | i | 11 | -11 | 4 | -4 | -2.5 | 1 | 1.4

Laid out differently: results already given
Screens in order – TcdB GH inh | Vc quorum ag | Anthrax LF prot | PriA SSB inh | PrPC surface inh | SARS 3CLpro inh | BoNT A protease | Y pestis TopoI | PfHsp40 yeast
- CCn1cc(-c2csc(N)n2)c(C)n1
    2.2 | -0.2 | 2 | -1 | 10 | 2 | -0.2 | 3 | -0.3
- CC(OC(=O)c1nn(C(C)C)c(=O)c2ccccc12)C(=O)Nc1ncc(Cl)cc1Cl (stereo not drawn)
    1.0 | -0.2 | -1 | 1 | 8 | -3 | -1.1 | 11 | -0.9

This is a subset, so the mix of outcomes need not match the whole.
